Screening results from PubChem.
RAD54 inh: inhibitors of human RAD54 branch migration, primary screen, biochemical, fluorescence, single point; actives 0.14% (n = 360,000); RAD54 Holliday junction branch migration, FAM/BHQ fluorescence; inhibition, % at 10.4 µM; DNA repair and recombination protein RAD54-like (Homo sapiens), Q92698;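 active = mean normalized replicate activity at least 40 and at least half of replicates scoring 40 or more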;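 also: 0% = median of neutral control wells and 100% = median of positive control wells; inhibitors cause a drop in the FAM fluorescence signal; in these data hits start at about 50%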
Target sequence (Q92698 whole entry, looked up): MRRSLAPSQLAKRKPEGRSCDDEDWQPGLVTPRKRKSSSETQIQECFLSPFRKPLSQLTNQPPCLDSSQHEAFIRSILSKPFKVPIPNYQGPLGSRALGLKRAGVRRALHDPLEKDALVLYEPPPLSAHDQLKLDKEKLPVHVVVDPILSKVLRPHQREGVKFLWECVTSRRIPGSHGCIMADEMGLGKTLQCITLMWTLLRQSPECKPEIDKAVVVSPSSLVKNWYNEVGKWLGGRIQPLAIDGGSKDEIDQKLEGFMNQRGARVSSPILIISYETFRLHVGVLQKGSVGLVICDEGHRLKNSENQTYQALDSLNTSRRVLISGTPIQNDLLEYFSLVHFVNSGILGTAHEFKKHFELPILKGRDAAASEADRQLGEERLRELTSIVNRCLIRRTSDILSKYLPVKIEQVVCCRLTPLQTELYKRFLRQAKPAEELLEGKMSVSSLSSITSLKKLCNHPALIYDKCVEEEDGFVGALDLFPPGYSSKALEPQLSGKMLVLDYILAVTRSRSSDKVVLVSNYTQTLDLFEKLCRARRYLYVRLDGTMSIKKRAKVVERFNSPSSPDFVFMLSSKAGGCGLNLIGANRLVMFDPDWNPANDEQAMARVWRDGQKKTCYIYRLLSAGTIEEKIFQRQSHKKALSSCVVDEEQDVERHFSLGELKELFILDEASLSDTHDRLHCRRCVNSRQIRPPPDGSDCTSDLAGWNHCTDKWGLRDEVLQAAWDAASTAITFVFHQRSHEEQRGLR
INS-1E GSIS act: GLuc luminescence reporter in INS-1E cells, primary screen for activators of glucose-dependent secretion of insulin; activation, % at 16.6 µM; actives 0.61% (n = 370,000); INS-1E GLuc reporter insulin secretion, 2-3 h;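 active = lowest replicate activation of at least 40%, so every replicate reaches that level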;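 also: 0% = median of neutral control wells and 100% = median of IBMX positive control wells; some compounds called inactive have numbers as strong as hits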
Active calls of the source: *.

The line under a structure holds: RAD54 inh	INS-1E GSIS act
(1) CCN(CC)C(=O)C1CCCN(c2ccc([N+](=O)[O-])cc2/C=N/NC(=O)c2cccc(O)c2)C1 (configuration not stated)
 : -1	-5
(2) OC(CC1CC12c1ccccc1-c1ncccc12)(c1ccccc1)c1ccccc1 (configuration not stated)
 : 7	-17
(3) CCNc1nc(Cl)nc(N(NC(C)=O)C(C)CC)n1 (configuration not stated)
 : 0	-3
(4) CCCCCCOc1ccc(-c2ccc(C#N)cn2)cc1
 : 1	-19
(5) COc1ccccc1OCc1nnc(SCC(=O)NCc2ccco2)n1-c1ccccc1
 : -3	21
(6) O=C1CCCCCC1C1(O)C(=O)Nc2ccccc21 (configuration not stated)
 : 2	5
(7) C#CCn1c(S(=O)(=O)Cc2ccc(F)cc2)nc(-c2ccccc2)c1-c1ccccc1
 : -5	-26
(8) COc1ccc(/C=C/C(=O)Oc2ccc(/C=N/NC(=O)c3ccccc3)cc2)cc1OC
 : -10	129*
(9) C=CCn1c(N)c(C(=O)Nc2ccccc2OC)sc1=S
 : 2	-10
(10) CCn1cc(C(C)(C)C)c(C#N)c1NC(C)=O
 : -3	11
(11) COc1ccc(C(=O)c2ccc(N3CCN(C4CC(=O)NC4=O)CC3)cc2)cc1F (configuration not stated)
 : 10	-6
(12) CCN(CC)C(=O)CSc1nc(O)cc(=O)n1CC
 : 0	0
(13) O=C(COc1ccccc1Cl)N1CCN(c2ccc([N+](=O)[O-])c(N3CCOCC3)c2)CC1
 : 3	-9
(14) CCN(CC)CCOc1cccc(C(C)C)c1
 : 0	27
(15) CCC(C)NC(=O)CN(c1cc(Cl)ccc1OC)S(C)(=O)=O (configuration not stated)
 : 6	13
(16) CCOC(=O)CNC(=O)CSc1nnc(Cn2c(=O)sc3ccccc32)n1-c1ccccc1C
 : -4	0
(17) Cc1scc(C(=O)NCc2ccco2)c1-c1ccccc1
 : -24	-7
(18) Cc1ccc(N(C(C)C(=O)Nc2ccc(S(=O)(=O)N3CCOCC3)cc2)S(C)(=O)=O)cc1 (configuration not stated)
 : 2	-8
(19) Cc1cc(C)cc(N(C(=O)C(F)(F)F)C(C(=O)NC2CCCCC2)c2cccs2)c1 (configuration not stated)
 : -4	47*
(20) CCOC(=O)NC(NC(=O)OCC)C(=O)c1ccc(F)cc1
 : 1	0
(21) COc1cccc(C(=O)NC2CCN(CC(=O)Nc3nccs3)CC2)c1
 : 7	0
(22) CCCOP(=O)(c1ccc(N(C)C)cc1)C(O)c1cccnc1 (configuration not stated)
 : -2	7
(23) Cc1ccc(NC(=O)Cc2nnc(SCC(=O)Nc3ccccc3)n2C)cc1
 : 0	5
(24) CCN(CC)CCN1C(=O)C(=O)/C(=C(/O)c2ccncc2)C1c1ccccc1 (configuration not stated)
 : -4	-2
(25) Cc1oc(-c2ccccc2Cl)nc1Cn1cccc1C1=NC(c2ccccc2)CO1 (configuration not stated)
 : -3	-17
(26) COc1cccc(Nc2ncccc2C(=O)O)c1
 : -1	-8
(27) CCCCn1c(NC(=S)Nc2ccccc2)nc2ccccc21
 : 3	11
(28) Cc1ccc(N(CC(=O)NCC2CCCO2)S(C)(=O)=O)cc1Cl (configuration not stated)
 : -9	4
(29) Cc1ccc(N(CC(=O)Nc2ccccc2-c2ccccc2)S(=O)(=O)c2ccccc2)cc1
 : 3	-30
(30) CCCc1ncc(C(O)c2cccc(OC)c2OC)n1C (configuration not stated)
 : 0	19
(31) CCOc1ccc(CCNC(=O)c2cc3sccc3n2C)cc1OCC
 : 0	-10
(32) O=C(O)CN(Cc1ccco1)S(=O)(=O)c1ccc(F)cc1
 : 1	24
(33) O=C(O)c1cc2ccccc2c(=O)s1
 : 0	-9
(34) CCOc1cc(CNn2cnnc2)ccc1OCC(=O)NC1CCCCC1
 : 0	6
(35) N#Cc1c[nH]n2c(=O)cc(Cc3ccccc3)nc12
 : -13	-10
(36) Cc1ccc(-n2nc(C)c3c(C)cc(=O)[nH]c32)cc1
 : -6	-5
(37) CCOC(=O)c1c(C)n(OC)c2ccc3c(no[n+]3[O-])c12
 : -3	39
(38) COc1ccc(C(=O)/C=C2/c3ccccc3CC(C)(C)N2C)cc1
 : 12	15
(39) COC(=O)c1c(C(=O)OC)c2oc3ccccc3n2c1Cl
 : -1	45
(40) CCOC(=O)N1CCN(S(=O)(=O)c2cccc3nsnc23)CC1
 : -6	-1
(41) CCN(CC)CCCN1C(=O)C(=O)/C(=C(/O)c2ccccc2)C1c1cc(OC)ccc1OC (configuration not stated)
 : -9	12
(42) CCc1nnc(NC(=O)CSc2ncnc3c2cnn3-c2ccc(OC)cc2)s1
 : -10	9
(43) Cc1cc(C)cc(NC(=O)CSc2nnc(-c3ccc(S(=O)(=O)N4CCCC4)cc3)o2)c1
 : -2	4
(44) CC(C)N1C(=O)CCC1C(=O)NCCc1ccccc1 (configuration not stated)
 : 3	3
(45) Cc1ccnc(Sc2ncccc2[N+](=O)[O-])n1
 : -3	7
(46) CC(=O)c1cn(CC(=O)NCc2ccco2)c2ccccc12
 : 10	-11
(47) CCC1CCCCN1CCCNC(=O)C1CCN(S(=O)(=O)N2CCCCC2)CC1 (configuration not stated)
 : 3	6
(48) CCCOc1ccc2ccccc2c1/C=N/n1cnnc1
 : 4	4
(49) COC(=O)c1ccccc1NS(=O)(=O)c1ccc(F)cc1
 : 0	30
(50) Cc1ccc(NC(=O)C2CCCN(S(=O)(=O)c3c(C)noc3C)C2)nc1 (configuration not stated)
 : -9	48

Next structures follow:
The line under a structure holds: RAD54 inh	INS-1E GSIS act
(51) CCCC(c1nnnn1C1CCCC1)N1CCN(c2ccccc2F)CC1 (configuration not stated)
 : 4	-18
(52) Cc1cccc(C)c1N(CC(=O)Nc1cccc(N(C)S(C)(=O)=O)c1)S(C)(=O)=O
 : 1	-19
(53) O=C(O)c1ccc(-n2c(-c3ccccc3)n[nH]c2=S)cc1
 : 4	24
(54) CC(C)(C)c1ccc(-c2nc(C#N)c(NCc3ccncc3)o2)cc1
 : 1	-25
(55) Cn1c(=O)c2c(nc(SCC(=O)NCc3ccco3)n2C)n(C)c1=O
 : -5	1
(56) O=C(O)c1cccc(COCC(F)(F)C(F)F)c1
 : -10	22
(57) O=C1CC(Sc2nnc(-c3ccccc3)o2)C(=O)N1c1ccccc1 (configuration not stated)
 : -1	86*
(58) O=C(CSc1nnc(-c2ccc(NS(=O)(=O)c3ccccc3)cc2)o1)NCC1CCCO1 (configuration not stated)
 : 2	-18
(59) COC(=O)c1cn(C)c2ccc(S(=O)(=O)N3CCCCC3)cc2c1=O
 : 4	0
(60) COCC(C)n1c(C)cc(C(=O)CSc2nnc(N)s2)c1C (configuration not stated)
 : 0	-7
(61) Cc1cc(C)c(CSc2ncc(-c3ccc([N+](=O)[O-])cc3)[nH]2)c(C)c1
 : -3	2
(62) CCOC(=O)Nc1cc(Br)c2c(c1)OCCO2
 : 7	8
(63) CCn1c(CC(=O)Nc2ccc(C)c(Cl)c2)nnc1SCc1ccc(Cl)c(Cl)c1
 : 10	1
(64) C=CCSc1nc2c(cc1C#N)CCC2
 : -1	14
(65) Cn1c(=O)cc(SCC(=O)NCC2COc3ccccc3O2)c2ccccc21 (configuration not stated)
 : -1	4
(66) CC(=O)NCC(=O)OC(C)C(=O)Nc1ccc(C(C)=O)cc1 (configuration not stated)
 : -10	-3
(67) CCN1C(=O)CSc2ccc(C(=O)NCc3ccc(OC)cc3)cc21
 : -4	21
(68) CCOC(=O)/C(C#N)=C\c1ccc(N2CCN(C)CC2)cc1
 : 9	-11
(69) Cc1cc(C)nc(Nc2n[nH]c(COc3ccc4ccccc4c3)n2)n1
 : -9	62*
(70) CCCCOC(=O)Nc1cccc(C(=O)OCC)c1
 : 3	-4

A draw from above in order of SMILES length, smallest number first.
The line under a structure holds: RAD54 inh	INS-1E GSIS act
(64) C=CCSc1nc2c(cc1C#N)CCC2
 : -1	14
(70) CCCCOC(=O)Nc1cccc(C(=O)OCC)c1
 : 3	-4
(56) O=C(O)c1cccc(COCC(F)(F)C(F)F)c1
 : -10	22
(60) COCC(C)n1c(C)cc(C(=O)CSc2nnc(N)s2)c1C (configuration not stated)
 : 0	-7
(68) CCOC(=O)/C(C#N)=C\c1ccc(N2CCN(C)CC2)cc1
 : 9	-11
(66) CC(=O)NCC(=O)OC(C)C(=O)Nc1ccc(C(C)=O)cc1 (configuration not stated)
 : -10	-3
(67) CCN1C(=O)CSc2ccc(C(=O)NCc3ccc(OC)cc3)cc21
 : -4	21
(57) O=C1CC(Sc2nnc(-c3ccccc3)o2)C(=O)N1c1ccccc1 (configuration not stated)
 : -1	86*
(54) CC(C)(C)c1ccc(-c2nc(C#N)c(NCc3ccncc3)o2)cc1
 : 1	-25
(55) Cn1c(=O)c2c(nc(SCC(=O)NCc3ccco3)n2C)n(C)c1=O
 : -5	1
(59) COC(=O)c1cn(C)c2ccc(S(=O)(=O)N3CCCCC3)cc2c1=O
 : 4	0
(63) CCn1c(CC(=O)Nc2ccc(C)c(Cl)c2)nnc1SCc1ccc(Cl)c(Cl)c1
 : 10	1
(61) Cc1cc(C)c(CSc2ncc(-c3ccc([N+](=O)[O-])cc3)[nH]2)c(C)c1
 : -3	2

Next section.
The line under a structure holds: RAD54 inh	INS-1E GSIS act
(71) COc1ccc(OC)c(NC(=O)C2CCCCC2C(=O)O)c1 (configuration not stated)
 : 0	-1
(72) Cc1ccc(NS(=O)(=O)c2ccc(OCC(=O)NCc3ccco3)cc2)cc1
 : 4	-11
(73) Cc1ccc(S(=O)(=O)NCC(=O)OCC(=O)N2N=C(c3ccc(Cl)cc3)CC2c2ccco2)cc1C (configuration not stated)
 : -1	0
(74) CC(Cc1cccs1)NC(=O)Nc1cccc(Cl)c1 (configuration not stated)
 : -5	-19
(75) OC(CSc1ccccc1Cl)CN1CCN(c2ccccc2F)CC1 (configuration not stated)
 : 2	-6
(76) CC(=O)c1c(C)[nH]c(C(=O)OCn2nnc3ccccc3c2=O)c1C
 : -9	6
(77) CCCNc1nc(N2CCOCC2)nc(N2CCOCC2)n1
 : -1	8
(78) COCCN(CCOC)C(=O)CCn1c(=O)oc2ccccc21
 : -16	10
(79) COC(=O)C1=CN(Cc2cccs2)C=C(C(=O)OC)C1c1cccc(OC)c1OC
 : 0	3
(80) C=CCn1c(SCC(=O)NCC(=O)OCC)nnc1-c1ccccn1
 : -6	16

Record cards (already shown):
COCCN(CCOC)C(=O)CCn1c(=O)oc2ccccc21 as listed: RAD54 inh: -16; INS-1E GSIS act: 10
C=CCn1c(SCC(=O)NCC(=O)OCC)nnc1-c1ccccn1 as listed: RAD54 inh: -6; INS-1E GSIS act: 16

Later entries
The line under a structure holds: RAD54 inh	INS-1E GSIS act
(81) CCC(C(=O)N1CCN(C(=O)c2ccco2)CC1)c1ccccc1 (configuration not stated)
 : 10	4
(82) C=C(C)c1cccc(C(C)(C)NC(=O)NCC2CCCO2)c1 (configuration not stated)
 : 6	8
(83) CC(C)(C)c1nnc(NC(=O)NS(=O)(=O)c2ccccc2)s1
 : 4	4
(84) C=CCOc1ccc(CN(C)CC(=O)N(CC(C)C)c2c(N)n(CC(C)C)c(=O)[nH]c2=O)cc1
 : 3	4
(85) CC(C)=CCCC(C)CN(C)CCc1ccccn1 (configuration not stated)
 : -1	9
(86) Cc1nn(Cc2c(F)c(F)c(F)c(F)c2F)c(C)c1NC(=O)c1c([N+](=O)[O-])c(C)nn1C
 : 3	-6
(87) Cc1ccc(-n2nnnc2-c2ccco2)cc1
 : -16	12
(88) COc1ccc(C(=O)N/N=C/c2ccc(OC)c(CN3CCCc4ccccc43)c2)cc1
 : 2	-23
(89) O=c1c2ccccc2nc2n1C(CSCc1ccccc1)CS2 (configuration not stated)
 : -6	-10
(90) COc1cccc(C(=O)COC(=O)C(C)N2C(=O)c3ccccc3C2=O)c1 (configuration not stated)
 : -6	18
(91) O=C(NCc1ccccc1F)c1ccc2c(c1)OCO2
 : 4	5
(92) CNS(=O)(=O)c1ccc(Oc2ccc(S(=O)(=O)NC)cc2)cc1
 : -3	-7
(93) O=C1CC(N2CCN(Cc3ccccc3)CC2)C(=O)N1CCc1ccccc1 (configuration not stated)
 : -4	-16
(94) CC(=O)N1CN(C2CCS(=O)(=O)C2)Cc2c1sc1c2CCCC1 (configuration not stated)
 : -6	-4
(95) COc1ccc(S(=O)(=O)CCC(=O)NCCc2ccc(S(N)(=O)=O)cc2)cc1
 : -9	4
(96) OC(CSc1c(Cl)cccc1Cl)CN1CCN(c2ccccc2F)CC1 (configuration not stated)
 : 11	-18
(97) CCC(=O)N1CCN(c2ccc(NC(=O)c3c(F)c(F)c(OC)c(F)c3F)cc2)CC1
 : -1	-1
(98) CC(=O)c1cccc(NC(=O)CN(Cc2ccccc2)S(C)(=O)=O)c1
 : 0	20
(99) Cn1nccc1C(=O)c1ccc(Cl)cc1
 : -8	-1
(100) Cn1c(=O)n(CCc2ccccc2)c(=O)c2c1ncn2Cc1ccccc1
 : -2	9
(101) Cc1cc(C)n(-c2nnc(C)n2N)n1
 : 3	6
(102) Cc1ccc(/C=N/n2cnc3sc4c(c3c2=O)CCCC4)o1
 : 4	8
(103) CC(=O)c1cc(C)ccc1OC(=O)c1cccc2nc(C)oc12
 : 0	7
(104) COC(=O)CC1Sc2ccccc2NC1=O (configuration not stated)
 : 1	22
(105) O=C(NCCCN1CCOCC1)c1cnn2c(-c3ccccc3)cc(-c3ccccc3)nc12
 : 58*	8
(106) CC(=O)NC1(c2ccc(F)cc2)CCN(C(=O)Nc2ccc(F)cc2F)CC1
 : 2	16
(107) Cc1ccc(O)c(NC(=O)C2CC(c3ccc(F)cc3)=NO2)c1 (configuration not stated)
 : 2	-9
(108) COC(=O)C1=C(C)N(CC(C)C)C(=O)C1
 : 5	1
(109) Cn1c(=O)c2c(nc(NCCc3ccccc3)n2Cc2ccccc2)n(C)c1=O
 : -3	-16
(110) CCCCCOC(=O)c1ccc(N2C(=O)C3C4C=CC(C4)C3C2=O)cc1 (configuration not stated)
 : -2	-23
(111) CC(NC(=O)Cc1cccs1)C(c1cccs1)N1CCN(c2ccccc2F)CC1 (configuration not stated)
 : 5	-3

A portion of the library; count on the stated rates, not on these rows.
